Bioassay records deposited in PubChem BioAssay by National Center for Advancing Translational Sciences (NCATS).
GRP78 ERSR act: qHTS for Inducers of the Endoplasmic Reticulum Stress Response (ERSR) in Human Glioma: qHTS; 420,000 compounds, 0.02% hits; Potency, µM, inactives show top-dose activation, actives largely listed as activators; AID 602332, 2012; U87-MG GRP78 promoter luciferase reporter, 16 h; further: potency means the concentration at half of the fitted maximal effect; series mostly up to about 76 µM; % of control where 0% means no effect; nearly all actives have a fitted effect of over 35% in size
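ERSR induction read as luciferase luminescence (Bright-Glo, 10 min at room temperature) in stably transfected human U87-MG glioma cells exposed to compounds for 16 h, using GRP78 as sensor.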
mIDH1 inhibitor: qHTS for Inhibitors of mutant isocitrate dehydrogenase 1 (IDH1): qHTS | Potency, µM (doses to about 76.6 µM), without a hit: at the highest dose activity change, negative = inhibition, usual class: inhibitors | 390,000 compounds, 0.093% hits | IDH1-R132H enzyme, NADPH consumption, diaphorase/resazurin fluorescence | Isocitrate dehydrogenase [NADP] cytoplasmic (Homo sapiens), O75874 | AID 602179, 2012; further: potency means the concentration at half of the fitted maximal effect; on the % scale 0 is the no-effect control and ±100 the full control effect; nearly all actives have a fitted effect of over 65% in size
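IDH1-R132H (0.5 ug/mL dispensed) in pH 7.5 Tris buffer was preincubated 30 min with compound, then given a substrate mix of 0.016 mM NADPH and 2 mM alpha-KG for 80 min at room temperature; remaining NADPH was read by diaphorase/resazurin fluorescence.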
PI4K2A block: qHTS for small molecular inhibitors of PI4K2A; purified PI4K2A, ADP-Glo luminescence, 1 h; active compounds read low; 420,000 compounds, 0.13% hits; activity change, negative = inhibition, % at 76.9 µM; AID 1346378, 2018; in the data active means activity change below about -50%; inconclusive means mostly about -30% to -49%;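 further: -100% = wells without enzyme as full effect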
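ADP-Glo luminescence measured ADP generated by PI4K2A enzyme (4 ug/mL before mixing) with 1.2 mM PI substrate (pre-mix) and 300 microM ATP (pre-mix). Tris pH7.5 buffer with MgCl2, Triton X-100; 1 h reaction at ambient temperature.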
RXFP1 ag: qHTS Assay for Agonists of the Relaxin Receptor RXFP1; Relaxin receptor 1 (Homo sapiens), Q9HBX9; HEK293T-RXFP1 cAMP TR-FRET, 30 min; response scale: percent of porcine relaxin response, buffer zero; Potency, µM (highest dose often 57.5 µM), inactives show at the top dose activation, usual class: activators; 370,000 compounds, 0.3% hits; further: potency means the concentration at half of the fitted maximal effect; on the % scale 0 is the no-effect control and ±100 the full control effect; nearly all actives have a fitted effect of over 60% in size; many of its hits are not listed in these tables
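HEK293T cells stably expressing RXFP1 were pretreated with the PDE4 inhibitor Ro 20174, exposed to compounds for 30 min at 37C, lysed, and cAMP was read by TR-FRET. Data normalized to buffer (basal) and 29 nM porcine relaxin (100%).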
Vif-A3G inh: qHTS for Inhibitors of Vif-A3G Interactions: qHTS | AID 602310, 2012 | DNA dC->dU-editing enzyme APOBEC-3G (Homo sapiens), Q9HC16 | Potency, µM (series often up to 46.1 µM), for inactives: at the highest dose activity, negative = active, most hits filed as inhibitors | 410,000 compounds, 0.076% hits | HeLa A3G-eYFP + Vif (tagged APOBEC3G with the HIV-1 protein that degrades it), YFP fluorescence, overnight;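 further: potency means the concentration at half of the fitted maximal effect; on the % scale 0 is the no-effect control and ±100 the full control effect; nearly all actives have a fitted effect of over 60% in size; hits raise eYFP signal because A3G escapes Vif-driven loss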
Target sequence (Q9HC16 whole entry, looked up): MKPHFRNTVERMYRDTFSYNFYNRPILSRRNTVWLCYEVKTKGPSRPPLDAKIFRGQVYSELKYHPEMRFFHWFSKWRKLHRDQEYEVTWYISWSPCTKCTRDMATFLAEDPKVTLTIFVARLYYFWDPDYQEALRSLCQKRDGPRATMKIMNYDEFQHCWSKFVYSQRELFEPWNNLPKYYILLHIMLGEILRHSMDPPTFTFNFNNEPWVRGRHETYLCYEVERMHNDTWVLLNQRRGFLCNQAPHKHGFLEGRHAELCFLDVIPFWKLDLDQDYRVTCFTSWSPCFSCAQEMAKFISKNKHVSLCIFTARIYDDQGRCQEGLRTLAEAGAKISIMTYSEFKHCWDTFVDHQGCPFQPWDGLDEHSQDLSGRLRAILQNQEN
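HeLa cells stably expressing Vif and C-terminally eYFP-tagged A3G, seeded overnight at 37 deg C, then exposed to compound by pintool overnight at 37 deg C. Rise in yellow fluorescence (Ex 488/Em 500-530, Acumen) marks blocked Vif-driven A3G degradation.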
USP1-UAF1 inh: Inhibitors of USP1/UAF1: Primary Screen; recombinant USP1/UAF1, Ub-Rhodamine cleavage fluorescence; 390,000 compounds, 0.23% hits; Potency, µM (highest dose often 57.1 µM), without a hit: at the highest dose activity change, negative = inhibition, hits mostly inhibitors; Ubiquitin carboxyl-terminal hydrolase 1 (Homo sapiens), O94782; further: potency means the concentration at half of the fitted maximal effect; on the % scale 0 is the no-effect control and ±100 the full control effect; nearly all actives have a fitted effect of over 60% in size; inactives centre near -12
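In this screen, compounds sit with the deubiquitinase complex (1nM) for 15 min at room temperature before Ub-Rho is added at 150nM final. Fluorescence rise is then followed for 6 reads every 60 seconds.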
TrxR1 substrate: qHTS Assay for Substrates of Mammalian Selenoprotein Thioredoxin Reductase 1 (TrxR1): qHTS; Thioredoxin reductase 1, cytoplasmic (Rattus norvegicus), O89049; purified TrxR1 substrate turnover, NADPH consumption readout; Potency, µM (doses to about 114 µM), inactives show at the highest dose activity change, negative = substrate turnover; 390,000 compounds, 0.01% hits; further: potency means the concentration at half of the fitted maximal effect; on the % scale 0 is the no-effect control and ±100 the full control effect; nearly all actives have a fitted effect of over 50% in size
Target sequence (O89049 whole entry, looked up): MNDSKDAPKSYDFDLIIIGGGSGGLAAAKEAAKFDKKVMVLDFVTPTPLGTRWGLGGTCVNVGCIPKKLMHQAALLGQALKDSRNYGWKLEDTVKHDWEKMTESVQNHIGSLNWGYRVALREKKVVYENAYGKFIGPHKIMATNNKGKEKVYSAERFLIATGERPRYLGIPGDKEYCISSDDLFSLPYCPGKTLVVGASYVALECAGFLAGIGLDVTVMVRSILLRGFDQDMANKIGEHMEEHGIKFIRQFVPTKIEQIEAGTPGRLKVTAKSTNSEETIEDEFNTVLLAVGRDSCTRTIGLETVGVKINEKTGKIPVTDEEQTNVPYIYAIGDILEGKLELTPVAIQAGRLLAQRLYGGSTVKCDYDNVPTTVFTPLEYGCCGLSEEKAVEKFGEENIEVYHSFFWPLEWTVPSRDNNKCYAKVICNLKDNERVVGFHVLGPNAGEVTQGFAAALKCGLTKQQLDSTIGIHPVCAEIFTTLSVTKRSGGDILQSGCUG
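Rat TrxR1, dispensed at 90 nM, was prereduced with 400 uM NADPH (final) for 5 min at ~22 deg C, then incubated with compound 15 min before 400 uM selenite. A first-read NADPH fluorescence drop versus no-compound background flagged substrates.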
Vif-APOBEC3F blk: qHTS for Inhibitors of Vif-A3F Interactions: qHTS | HeLa A3F-eYFP + Vif (tagged APOBEC3F with the HIV-1 protein that degrades it), YFP fluorescence increase | Potency, µM (highest dose often 46.1 µM), for the others: at the highest dose activity, negative = active | 390,000 compounds, 0.2% hits; further: potency means the concentration at half of the fitted maximal effect; % of control where 0% means no effect; nearly all actives have a fitted effect of over 65% in size
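HeLa cells stably expressing A3F-eYFP plus Vif, plated and incubated overnight at 37 deg C, then exposed to compounds overnight at 37 deg C. Blocked degradation read as raised yellow fluorescence (Ex 488/Em 500-530).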
LDHA inh: qHTS assay for inhibitors of human lactate dehydrogenase. L-lactate dehydrogenase A chain (Homo sapiens), P00338. 480,000 compounds, 0.15% hits. purified LDHA, NADH/diaphorase-resazurin fluorescence; active compounds read low. activity change, % (values are at about 110 or 230 µM); in the data active means activity change below about -30%; inconclusive means mostly about -25% to -30%;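 further: plate controls were DMSO wells for no effect and wells without enzyme for full effect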
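Enzyme activity of human lactate dehydrogenase 5 (2 nM; 0.06 mM NADH, 0.2 mM pyruvate, 5 min, RT) is measured via a resazurin/diaphorase fluorescence readout of residual NADH.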
Active calls of the source: *; ? = inconclusive; · = no result given; & = joins results of further samples; [ ] = dose if it differs, or a comment. Unless noted, the call rests on the fitted dose curve; in most records, active means well fitted curve in the direction sought with a large enough effect; inconclusive means small, poorly fitted or top-dose-only effect, or another doubt; inactive means no such curve, though single readings can be large; an effect the other way counts as inactive or inconclusive. The list is partial; rates above refer to the full screens.

SMILES	GRP78 ERSR act	mIDH1 inhibitor	PI4K2A block	RXFP1 ag	Vif-A3G inh	USP1-UAF1 inh	TrxR1 substrate	Vif-APOBEC3F blk	LDHA inh
Cc1c(C)c2ccc(OCC(=O)N3CCC(C(=O)O)(c4ccccc4)CC3)c(C)c2oc1=O	-0.9%	-7.4%	6.2	15.2%	-7.8%	-19.7%	192.2%[activator]	-6.8%	-8.4
Cc1ccc(C(C)C)c(OCC(=O)N2CCN(CCc3ccncc3)CC2)c1	-0.9%	0.2%	-0.2	?	-2.0%	-5.1%	7.2%	-10.8%	-2.7
COc1ccc2[nH]c3c(c2c1)CCN1C(=O)C(CC(=O)NCc2cccc(C(F)(F)F)c2)C[C@H](C(=O)N2CCCCC2)[C@@]31C (some centres not stated)	-0.1%	-13.5%	0.5	·	-2.2%	?	-3.8%	-10.6%	5.9
O=[N+]([O-])c1cccc(CN2CCN(Cc3ccc(Br)cc3)CC2)c1	-3.5%	0.0%	7.9	0.8%	6.7%	-15.1%	1.6%	-0.1%	?
C=CC1CN2CCC1CC2c1[nH]c2ccccc2c1CCO (configuration not stated)	-3.5%	2.3%	5.7	2.9%	2.1%	-9.4%	-2.5%	-0.8%	-19.8
CCc1ccc(N2C(=O)NC(=O)/C(=C\c3cc(C)n(-c4cc(C(=O)O)cc(C(=O)O)c4)c3C)C2=O)cc1	-7.8%	0.0%	-12.4	-2.3%	-1.2%	0.8%	-16.4%	-24.5%	-0.4
C[C@]12CCC3C(CC[C@H]4C[C@@H](O)CC[C@]34C)C1CC[C@@H]2O (some centres not stated)	-4.6%	1.8%	1.7	·	-0.8%	-0.8%	9.8%[57.1 µM]	3.8%	-5.9
COc1ccc(CN2CCN(c3ccccc3)CC2)c(C)c1C	-3.3%	6.4%	10.1	-0.1%	0.8%	-2.3%	1.7%	-3.7%	-5.9
c1ccc(Nc2cccc3ccccc23)cc1	-4.1%	0.0%	5.9	·	?	-22.2%	76.2%[activator][57.1 µM]	?	1.0
O=C(CNS(=O)(=O)c1ccc(Br)s1)N1CCC2(CC1)OCCO2	?	6.0%	8.7	0.3%	1.8%	-5.3%	-6.5%[57.1 µM]	2.9%	0.4
CCOc1ccc2nc(N3CCC(C(=O)N4CCC5(CC4)OCCO5)CC3)sc2c1	13.3%	4.3%	3.8	-0.3%	-6.4%	-8.6%	8.2%	-4.1%	0.2
O=C(Cn1ncn2c(cc3cc(F)ccc32)c1=O)N1CCC2(CC1)OCCO2	5.7%	0.9%	5.6	5.9%	-1.1%	-25.1%	12.8%[57.1 µM]	-10.7%	-6.0

3 compounds already listed, sorted by molecular weight, smallest number first:
SMILES	GRP78 ERSR act	mIDH1 inhibitor	PI4K2A block	RXFP1 ag	Vif-A3G inh	USP1-UAF1 inh	TrxR1 substrate	Vif-APOBEC3F blk	LDHA inh
c1ccc(Nc2cccc3ccccc23)cc1	-4.1%	0.0%	5.9	·	?	-22.2%	76.2%[activator][57.1 µM]	?	1.0
Cc1ccc(C(C)C)c(OCC(=O)N2CCN(CCc3ccncc3)CC2)c1	-0.9%	0.2%	-0.2	?	-2.0%	-5.1%	7.2%	-10.8%	-2.7
O=C(CNS(=O)(=O)c1ccc(Br)s1)N1CCC2(CC1)OCCO2	?	6.0%	8.7	0.3%	1.8%	-5.3%	-6.5%[57.1 µM]	2.9%	0.4

Further structures follow:
SMILES	GRP78 ERSR act	mIDH1 inhibitor	PI4K2A block	RXFP1 ag	Vif-A3G inh	USP1-UAF1 inh	TrxR1 substrate	Vif-APOBEC3F blk	LDHA inh
O=C1NCN(c2ccccc2)C12CCN(C(CCc1ccccc1)c1nnnn1C1CCCCC1)CC2 (configuration not stated)	-1.4%	·	-0.7	·	-7.0%	·	·	·	-7.8
CC12CCC(O)CC1CCC1C2CCC2(C)C(C3=CC(=O)OC3)CCC12O (configuration not stated)	-6.6%	-1.5%	7.9	·	3.4%	-13.3%	6.3%[57.1 µM]	-0.7%	-3.3
CCN(CC)C(=O)c1ccc(NC(=S)NC(=O)CCc2ccccc2)cc1	-4.6%	-5.9%	6.6	0.3%	5.6%	-23.1%	-2.9%	2.7%	-2.0
O=[N+]([O-])c1ccc(N(CCO)CCO)c2c1no[n+]2[O-]	-10.6%	11.1%	?	·	?	52.0%[activator]	·	?	5.7
C(#CCN1CCCCC1)COCc1ccccc1	0.0%	-0.8%	-1.5	0.3%	2.8%	-6.1%	-5.6%[57.1 µM]	4.4%	-5.8
COc1ccc(OC)c(C(O)C(C)N)c1 (configuration not stated)	?	-0.4%	4.1&-6.1	1.1%	-1.1%	-29.1%	9.1%[57.1 µM]	1.5%	-3.1
Cc1cc(/C=C/c2ccnc3ccccc23)ccc1N(CCCl)CCCl	3.3%	·	·	·	-5.2%	·	1.0%	·	-2.6
COc1ccccc1/C=N/N=C(/N)N[N+](=O)[O-]	6.5%	10.0%	-1.6	4.4%	2.0%	-6.8%	-19.2%	-3.3%	-3.8
O=C(NC12CC3CC(CC(C3)C1)C2)OC1CN2CCC1CC2 (configuration not stated)	-2.1%	4.0%	2.0	2.3%	2.8%	-10.7%	6.4%[57.1 µM]	-16.8%	-5.2
CCOc1ccccc1-n1c(O)c(C=NCCCn2ccnc2)c(=O)[nH]c1=O	-2.9%	1.0%	-3.7	-1.8%	0.2%	-6.1%	-21.5%[57.1 µM]	3.5%	0.0

Four consecutive records out of the list so far, quoted:
SMILES	GRP78 ERSR act	mIDH1 inhibitor	PI4K2A block	RXFP1 ag	Vif-A3G inh	USP1-UAF1 inh	TrxR1 substrate	Vif-APOBEC3F blk	LDHA inh
Cc1cc(/C=C/c2ccnc3ccccc23)ccc1N(CCCl)CCCl	3.3%	·	·	·	-5.2%	·	1.0%	·	-2.6
COc1ccccc1/C=N/N=C(/N)N[N+](=O)[O-]	6.5%	10.0%	-1.6	4.4%	2.0%	-6.8%	-19.2%	-3.3%	-3.8
O=C(NC12CC3CC(CC(C3)C1)C2)OC1CN2CCC1CC2 (configuration not stated)	-2.1%	4.0%	2.0	2.3%	2.8%	-10.7%	6.4%[57.1 µM]	-16.8%	-5.2
CCOc1ccccc1-n1c(O)c(C=NCCCn2ccnc2)c(=O)[nH]c1=O	-2.9%	1.0%	-3.7	-1.8%	0.2%	-6.1%	-21.5%[57.1 µM]	3.5%	0.0
